Screening data (PubChem)
GSH fluor – GSH bead compound fluorescence profile | AID 1776 | GSH beads flow cytometry, compound fluorescence 488/530 nm; hits give high values | fluorescence (KMESF) at 10 µM | 190,000 compounds, 0.25% hits; in the data active = fluorescence above about 89;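 also: glutathione beads carrying GST-tagged Bcl family fusion proteins plus one bare bead set; values are compound well signal with DMSO vehicle wells as background; inactives centre near 16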
RGS7-Gao – modulates binding of RGS7 to human Galphao; binding response (% of control), % at 10 µM; Multiplexed bead flow cytometry; actives lie on both sides; 220,000 compounds, 0.35% hits; in the data active = binding response below about 49% or above about 150%; inconclusive = no clear call, values can overlap the other calls; inactive = in between;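 also: fluorescent Galphao held in activated GDP-AlF4 state binding bead-coupled RGS7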
Target sequence (P09471 whole entry, looked up): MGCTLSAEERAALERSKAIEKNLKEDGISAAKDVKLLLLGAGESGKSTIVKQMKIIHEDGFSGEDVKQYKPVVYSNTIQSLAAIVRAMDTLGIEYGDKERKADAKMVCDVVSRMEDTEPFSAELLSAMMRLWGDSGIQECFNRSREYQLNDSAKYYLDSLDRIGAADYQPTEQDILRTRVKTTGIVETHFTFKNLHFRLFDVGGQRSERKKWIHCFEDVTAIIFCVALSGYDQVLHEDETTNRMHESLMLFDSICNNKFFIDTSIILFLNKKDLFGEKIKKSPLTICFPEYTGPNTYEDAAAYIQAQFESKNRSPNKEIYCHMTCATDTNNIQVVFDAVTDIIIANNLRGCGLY
Avidin bead fluor – avidin bead compound fluorescence profile | Avidin beads, compound fluorescence 488/530 nm, flow cytometry; hits give high values | fluorescence (KMESF) at 10 µM | 220,000 compounds, 0.38% hits; in the data active = fluorescence above about 47; also: inactives centre near 10
ABCB1 block – human ABCB1 inhibition, ABCG2 as counter-screen; 190,000 compounds, 0.067% hits; CCRF-Adr cells, JC-1 efflux, flow cytometry; AID 1326; P08183; inhibition, % at 6.6 µM; in the data active = inhibition above about 40%;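 also: 0% = vehicle and 100% = reference inhibitor; higher value means more JC-1 retained so stronger ABCB1 efflux block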
Bim-Bfl-1 – disrupts Bim binding to human Bfl-1; Q16548; AID 1008; inhibition, % at 10 µM; 190,000 compounds, 0.12% hits; Bead-based flow cytometry, Bim-Bfl-1 binding inhibition;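 also: 0% = wells without compound plus tracer and 100% = blocker peptide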
Bim-Bcl-XL – inhibitors of Bim-Bcl-XL interaction, human. Q07817. 190,000 compounds, 0.04% hits. Bim peptide-Bcl-XL binding, bead flow cytometry, fluorescence. inhibition, % at 10 µM
Bim-Bcl-2 – inhibitors of Bim-Bcl-2 interaction, human | Bead-based flow cytometry, Bim peptide-Bcl-2 binding | inhibition, % at 10 µM | 190,000 compounds, 0.06% hits; in the data active = inhibition above about 40%; inconclusive = no clear call, values can overlap the other calls;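 also: 0% = no compound wells with probe peptide and 100% = reference peptide inhibitor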
Target sequence (P10415 whole entry, looked up): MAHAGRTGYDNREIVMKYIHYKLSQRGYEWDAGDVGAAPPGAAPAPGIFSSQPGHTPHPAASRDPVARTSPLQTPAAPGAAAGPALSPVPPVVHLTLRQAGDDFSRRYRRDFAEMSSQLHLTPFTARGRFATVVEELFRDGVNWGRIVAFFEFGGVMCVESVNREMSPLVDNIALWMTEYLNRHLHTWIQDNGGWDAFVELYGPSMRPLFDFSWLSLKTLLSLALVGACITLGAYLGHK
ABCG2 inh – human ABCG2 inhibition, ABCB1 as counter-screen; Q9UNQ0; IgMXP3 cells, JC-1 efflux, flow cytometry; inhibition, % at 6.6 µM; 190,000 compounds, 0.1% hits; AID 1325;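 active = inhibition above 80%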;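 also: 0% = DMSO and 100% = nicardipine control wells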
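material = IgMXP3 (ABCG2) plus far-red-tagged CCRF-Adr (ABCB1) cells | amount = 3 million cells/mL, equal mix of both lines | also added = JC-1 transporter substrate | dosing = one concentration, 6.6 µM final | schedule = 10 min at 25 °C | measured by = flow cytometric JC-1 green MFI at 530 nm | read-out basis = percent efflux inhibition, scaled nicardipine 100% to DMSO 0%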
Bim-Bcl-W – inhibitors of Bim-Bcl-W interaction, human; inhibition, % at 10 µM; 190,000 compounds, 0.02% hits; AID 952; Q92843; bead-based flow cytometry, Bim peptide-Bcl-W binding;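 also: 0% = bound tracer without compound and 100% = peptide blocker; higher means less fluorescent Bim peptide bound to Bcl-W beads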
Target sequence (Q92843 whole entry, looked up): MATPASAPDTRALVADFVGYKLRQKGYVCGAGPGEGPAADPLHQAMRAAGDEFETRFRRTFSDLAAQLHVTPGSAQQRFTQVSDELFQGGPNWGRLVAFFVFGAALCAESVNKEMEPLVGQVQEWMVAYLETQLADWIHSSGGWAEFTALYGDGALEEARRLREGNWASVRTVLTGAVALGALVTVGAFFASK
Bim-Bcl-B – inhibitors of Bim-Bcl-B interaction, human; AID 951; bead-based flow cytometry, Bim peptide-Bcl-B binding; inhibition, % at 10 µM; 190,000 compounds, 0.073% hits; Q9HD36;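 also: 0% = tracer peptide without compound and 100% = reference inhibitor peptide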
Target sequence (Q9HD36 whole entry, looked up): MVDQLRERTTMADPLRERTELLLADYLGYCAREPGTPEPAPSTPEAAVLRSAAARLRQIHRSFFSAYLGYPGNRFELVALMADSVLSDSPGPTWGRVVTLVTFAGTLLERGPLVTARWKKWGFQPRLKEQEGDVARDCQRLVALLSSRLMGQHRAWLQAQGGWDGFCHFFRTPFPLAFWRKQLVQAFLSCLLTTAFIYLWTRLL
RGS4-Gao reg – human RGS4-Galphao interaction regulation | P09471 | binding response (% of control), % at 10 µM | Multiplexed bead flow cytometry, RGS4-Galphao binding; actives lie on both sides | 220,000 compounds, 0.33% hits; in the data active = binding response below about 49% or above about 150%; inactive = in between;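 also: fluorescent Galphao activated with aluminum fluoride binding bead-coupled RGS4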
The depositor's hits bear a star; ? = inconclusive. Rule as the data show it, unless noted: active = inhibition above about 40%. Rows are unselected; overall some 1.3% were active at least once.

SMILES	GSH fluor	RGS7-Gao	Avidin bead fluor	ABCB1 block	Bim-Bfl-1	Bim-Bcl-XL	Bim-Bcl-2	ABCG2 inh	Bim-Bcl-W	Bim-Bcl-B	RGS4-Gao reg
Cc1[nH]n(-c2nc(-c3ccccc3F)cc(=O)[nH]2)c(=O)c1CCO	18	90.9	10	1.4	0.0	-2.0	-1.0	10.8	-1.0	0.0	101.3
CCC(=O)Nc1cccc(-n2nnnc2SCC(=O)N(C(C)C)C(C)C)c1	15	98.0	21	0.3	-3.0	-3.0	0.0	0.6	-2.0	-9.0	97.8
COc1cc(-c2nn3c(Cc4ccccc4)nnc3s2)cc(OC)c1OC	21	106.5	27	2.1	0.0	-6.0	0.0	14.3	0.0	-13.0	99.7
CCOC(=O)c1oc2ccccc2c1NC(=O)c1cc(OC)cc(OC)c1	11	98.7	9	1.6	-12.0	-4.0	-11.0	8.6	2.0	-11.0	97.4
Cc1ccc(S(=O)(=O)NCC(c2ccccc2)N2CCN(CCC#N)CC2)cc1 (stereo unspecified)	34	104.9	15	31.5	-17.0	-8.0	-8.0	1.5	-2.0	-9.0	102.2
CCOc1ccccc1N(C(=O)CNS(=O)(=O)c1ccccc1)C(CC)C(=O)NCc1ccco1 (stereo unspecified)	14	96.9	15	1.1	-1.0	-2.0	4.0	2.9	1.0	-1.0	97.0
COCCN(Cc1cc2cc(C)cc(C)c2nc1Cl)C(=O)Nc1ccccc1	37	98.2	5	2.0	-15.0	-18.0	-16.0	8.3	-2.0	-12.0	98.8
Cn1c(=O)[nH]c(Nc2ccccc2)c([N+](=O)[O-])c1=O	14	?	8	-0.1	-4.0	-1.0	-3.0	1.3	-3.0	-1.0	103.2
CCN(CCNC(=O)C1CCN(S(=O)(=O)CC)CC1)c1ccccc1	25	100.5	18	0.7	0.0	-1.0	2.0	5.8	-2.0	-3.0	96.5
Cc1cccc(CSC(=N)N)c1	11	90.0	7	1.6	-1.0	-5.0	-5.0	-0.2	-7.0	-4.0	96.6
CCC(C)(C)NC(=O)CC(c1ccc(OC)cc1)n1cccc1 (stereo unspecified)	14	100.6	7	0.8	-10.0	-7.0	-9.0	2.2	2.0	-5.0	103.9
Cc1ccc(NC(=S)Nc2ccc3cn[nH]c3c2)cc1C	14	99.0	19	-0.2	-5.0	-3.0	-9.0	-0.6	-4.0	-5.0	99.9
CC(C)Nc1c([N+](=O)[O-])c(=O)oc2ccccc12	26	86.9	9	0.6	-5.0	-5.0	-2.0	5.8	-2.0	-1.0	91.6
CC(=O)NC1=NN(C(C)=O)C(C)(CCS(=O)(=O)c2ccc(Br)cc2)S1 (stereo unspecified)	11	101.1	4	0.3	0.0	-2.0	1.0	4.1	-1.0	-2.0	99.2
Cc1ccc(S(=O)(=O)/N=C(/c2ccc(F)cc2)N2CCCC2)cc1	13	99.4	10	0.2	-3.0	-1.0	3.0	1.2	0.0	-4.0	101.1
O=C(Cn1nc(-c2ccccc2)ccc1=O)NCC1CCCO1 (stereo unspecified)	11	107.4	38	0.1	0.0	-3.0	-3.0	0.6	-2.0	-2.0	102.0
Cc1c(NC(=O)OCCNC(=O)Nc2ccccc2)sc(=S)n1C	16	97.6	37	0.0	1.0	-7.0	0.0	0.3	-4.0	-3.0	97.2
N#Cc1ccc(Cn2ccnc2C(=O)Nc2ccccc2)cc1	17	?	9	0.6	-2.0	0.0	-2.0	3.3	0.0	0.0	91.9
CC(=O)C1=C(C)OC(N)=C(C#N)C1c1cc2cccc(C)c2nc1Cl (stereo unspecified)	9	97.1	6	0.3	7.0	1.0	11.0	3.4	2.0	11.0	95.8
COc1ccc2cc(CN(CCCN3CCOCC3)Cc3nnnn3C3CCCC3)c(=O)[nH]c2c1	54	98.1	7	0.1	-3.0	-3.0	-1.0	2.5	-1.0	-2.0	98.8
Cc1cc(C)cc(NC(=O)C(NCCN2CCOCC2)c2ccccc2)c1 (stereo unspecified)	26	?	17	0.9	0.0	-1.0	1.0	0.3	3.0	1.0	82.9
O=C(CCCSc1nc2ccccc2[nH]1)NC1=NCCS1	64	98.9	6	0.2	-4.0	1.0	-1.0	0.6	0.0	0.0	94.1
CC1(C)NC(=O)N(CC(=O)Nc2cc(S(=O)(=O)N3CCOCC3)ccc2N2CCOCC2)C1=O	10	102.2	21	0.7	-4.0	-2.0	-3.0	3.0	1.0	-2.0	99.9
Cc1ccnc(SCCn2c(N3CCCCC3)nc3c2c(=O)n(C)c(=O)n3C)n1	13	97.6	22	1.3	-3.0	-7.0	-2.0	10.4	-7.0	-6.0	98.0
CC(=O)c1cc2c(cc1NC(=O)CCn1cccc1)OCO2	15	95.7	8	1.3	-7.0	-3.0	-8.0	38.5	3.0	-9.0	100.0
COc1ccc2oc(=N)c(C(=O)Nc3ccccc3)cc2c1	13	97.2	39	0.2	-3.0	-5.0	-3.0	1.7	-4.0	-3.0	100.1
CC(C)[C@H](NC(=O)[C@@H]1CSCN1C(=O)OC(C)(C)C)C(=O)NCC1CCC(C(=O)O)CC1 (stereo partly specified)	30	102.8	7	0.8	-11.0	-7.0	-11.0	3.0	0.0	-7.0	108.0
O=C(CCN1C(=O)c2cccc3cccc(c23)C1=O)NCc1ccco1	19	115.2	8	0.4	-6.0	-4.0	0.0	3.3	-2.0	-7.0	105.7
COC(=O)c1cc2occc2n1CC(=O)Nc1ccc(OC)c(OC)c1	35	102.8	7	0.1	4.0	3.0	1.0	2.3	2.0	-1.0	96.3
COc1ccc(OC)c(C2/C(=C(/O)c3ccc(C)cc3)C(=O)C(=O)N2Cc2ccco2)c1 (stereo unspecified)	11	101.2	6	0.7	-6.0	-4.0	-8.0	2.2	-4.0	-3.0	102.7
Cc1ccc(-n2nc(CN3CCOCC3)c(-c3ccccc3)c2N)c(C)c1	15	97.4	6	0.7	-12.0	-7.0	-6.0	3.2	-6.0	-11.0	95.5
CCOC(=O)N1CCN(C(=O)C(C)(C)Oc2ccc(Cl)cc2)CC1	13	99.1	7	0.6	-8.0	-4.0	-5.0	2.1	0.0	-4.0	100.5
CCN(CC)CCSc1nnc(Nc2ccccc2)n1-c1ccccc1	17	97.3	8	0.1	-4.0	-4.0	-4.0	1.4	-2.0	-5.0	99.3
O=C(CN1C(=O)c2ccccc2C1=O)Nc1cccc(S(=O)(=O)Nc2ccccc2Cl)c1	4	101.9	11	-0.1	0.0	4.0	1.0	0.7	2.0	4.0	101.7
CS(=O)(=O)N1CCN(c2ccc(NC(=O)COc3ccccc3)cc2)CC1	20	?	9	0.3	-5.0	-2.0	-2.0	0.5	-2.0	-5.0	98.8
COc1ccc(/C=N/N2CCOCC2)cc1OCc1ccccc1	17	?	11	-0.1	-5.0	-1.0	-1.0	1.7	0.0	-3.0	99.6
COCc1cc(C)nc(OCC(=O)N/N=C/c2ccc(C)o2)c1C#N	12	97.0	10	0.5	-2.0	0.0	-3.0	4.1	1.0	-1.0	102.3
COc1ccc(Nc2nc(-c3ccccc3)cs2)cc1	41	94.0	14	-0.1	-12.0	-16.0	-11.0	11.8	4.0	-9.0	95.1
CC(=O)c1cccc(NC(=O)c2onc(C)c2Cl)c1	24	98.3	7	0.4	-8.0	-3.0	-7.0	3.1	-2.0	-8.0	100.5
CC(C)(C)c1ccc(C(=O)NC(=S)NNC(=O)c2cccs2)cc1	8	102.2	3	-0.1	27.0	-2.0	5.0	-3.1	3.0	-35.0	95.6
O=C(CN1CCCc2ccccc21)NCc1ccccc1Cl	18	102.7	7	1.1	-17.0	-7.0	-8.0	20.7	-5.0	-14.0	104.0
O=C(Nc1ccc(C(F)(F)F)cc1)C1CCCN1S(=O)(=O)c1cccc2cccnc12 (stereo unspecified)	15	100.7	9	0.7	-10.0	-3.0	1.0	4.5	1.0	2.0	100.7
CCCS(=O)(=O)c1c(S(=O)(=O)CCC)c2ccc(C(N)=O)cn2c1C(=O)c1ccc(F)cc1	19	102.8	8	0.5	-2.0	-3.0	-1.0	2.7	-1.0	-1.0	99.7
O=C(C1Cc2ccccc2CN1S(=O)(=O)c1ccc(F)cc1)N1CCCCCC1 (stereo unspecified)	24	102.0	5	0.4	-1.0	0.0	1.0	0.7	0.0	-1.0	100.7
Nc1nc(CSc2nc3ccccc3s2)nc(N2CCCCC2)n1	9	95.4	13	0.2	0.0	-4.0	0.0	3.0	-1.0	-3.0	99.4
CN(Cc1ccccc1)c1ncnc2ccc(Br)cc12	5	99.5	6	0.2	-13.0	-5.0	-6.0	2.8	-6.0	-5.0	95.9
CNC(=O)/C(=C\c1ccc([N+](=O)[O-])cc1)NC(C)=O	34	99.6	14	0.4	-12.0	5.0	-7.0	3.3	2.0	-7.0	102.6
CC1(C)CC(=O)C(C(=O)Cc2ccccc2[N+](=O)[O-])C(=O)C1	9	94.2	14	1.0	-11.0	-4.0	-4.0	1.2	-3.0	-5.0	96.8
CC(=O)NC(CC(=O)Nc1ccc(S(=O)(=O)N2CCCC2)cc1)c1ccccc1 (stereo unspecified)	5	99.5	8	0.1	-10.0	2.0	-3.0	0.8	5.0	-2.0	99.1
Cc1ccc(S(=O)(=O)N(CC(=O)Nc2ccccc2-c2ccccc2)c2ccc(C)cc2C)cc1	7	102.5	2	1.8	-1.0	-2.0	0.0	-0.8	0.0	-4.0	101.6

An excerpt from above with just Bim-Bcl-B.
Molecule,Bim-Bcl-B
O=C(Nc1ccc(C(F)(F)F)cc1)C1CCCN1S(=O)(=O)c1cccc2cccnc12 (stereo unspecified),2.0
CCCS(=O)(=O)c1c(S(=O)(=O)CCC)c2ccc(C(N)=O)cn2c1C(=O)c1ccc(F)cc1,-1.0
O=C(C1Cc2ccccc2CN1S(=O)(=O)c1ccc(F)cc1)N1CCCCCC1 (stereo unspecified),-1.0

Other results:
SMILES	GSH fluor	RGS7-Gao	Avidin bead fluor	ABCB1 block	Bim-Bfl-1	Bim-Bcl-XL	Bim-Bcl-2	ABCG2 inh	Bim-Bcl-W	Bim-Bcl-B	RGS4-Gao reg
COc1ccccc1NC(=O)Cc1noc(CSc2n[nH]c(N)n2)n1	16	?	9	0.5	2.0	-2.0	0.0	3.0	1.0	3.0	100.3
O=C(CO/N=C/c1ccccc1O)N1CCc2ccccc21	5	114.8	16	0.8	-1.0	-4.0	-1.0	13.8	-3.0	-10.0	113.8
O=C(O)Cc1coc2ccc3ccccc3c12	13	95.0	22	-0.2	-3.0	-3.0	-2.0	-0.1	0.0	-2.0	98.9
COc1ccc2c(c1)nc(N)n2Cc1ccccc1	49	105.2	6	-0.2	5.0	4.0	2.0	0.5	9.0	5.0	105.8
CC(Oc1ccccc1)c1ccnc(N)n1 (stereo unspecified)	22	103.0	9	0.9	3.0	-4.0	0.0	2.3	-2.0	3.0	96.8
COc1cc(CN2CCN(Cc3ccc(SC)cc3)CC2)cc(OC)c1O	8	101.0	8	0.5	-8.0	-4.0	0.0	0.0	-1.0	-3.0	96.3
Cc1ccc(-c2nnc(-n3ncc(C#N)c3N)c3ccccc23)cc1C	17	101.5	13	0.5	-15.0	-12.0	-15.0	4.5	-7.0	-11.0	101.5
